S3 lipid droplet: qHTS Assay for Lipid Storage Modulators in Drosophila S3 Cells. Drosophila S3 cells, BODIPY lipid droplet fluorescence, 18-24 h; cells fed with added oleic acid. lipid storage change, negative = inhibition, % at the top dose, mostly 46.1 µM; hits show Potency in µM. actives 0.64% (n = 320,000); active = well fitted inhibition curve with a large enough effect in the signal ratio, with a control signal flat, not every such curve was filed as active; inconclusive = small, poorly fitted or top-dose-only effect, or effect the other way, or a change in a side signal; the % refers to the signal ratio
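Laser-scanning cytometry quantifies lipid droplet accumulation (500–530 nm total intensity; droplet/cell object ratio) in oleic acid-fed (400 uM added) Drosophila S3 cells treated with a concentration series. 20 uM Triacsin C defined 100% inhibition.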
S3 lipid droplet cell count max: second read-out of S3 lipid droplet, no call of its own (marks repeat the call); cell number change, %; measured here: cell count max response;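 cells counted by Cell Tracker Red CMTPX staining in the red channel; peak over a dose series mostly up to 46.1 µM; percent activity relative to internal control wells on each plate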
An asterisk follows results filed as active; i = inactive; ? = inconclusive; · = no result given; [ ] = remark or other dose. % is set by controls: 0 for no effect and ±100 for the full control effect; potency is the fitted concentration of half-maximal effect. This is a subset (hit frequency here may not be typical).

S3 lipid droplet | S3 lipid droplet cell count max | smiles
? | · | Cc1ccnc(NC(=O)c2cc3ccccc3oc2=O)c1
? | · | CCCCNC(=O)c1ccc2c(c1)S(=O)(=O)c1ccccc1C2=O
13.0% | -0.1 | O=C(NCc1ccccc1)c1cc2nc(C3CC3)cc(C(F)(F)F)n2n1
? | · | CCNc1nc(C23CC4CC(CC(C4)C2)C3)cs1
-6.8% | 9.1 | Cc1cc(C)cc(OCCNC(=O)CCc2ccccc2)c1
? | · | CCN1CCCC1CN(Cc1cc2cc(C)cc(C)c2[nH]c1=O)C(=O)Nc1ccccc1OC (centres undefined)
16.7% | -20.1 | NNC(=O)c1ccc2c(c1)S(=O)(=O)NNC2=O
? | · | c1ccc(-c2ccccc2OCCN2CCCCC2)cc1
? | · | COc1ccc(C(=O)CNc2ccccc2Br)cc1
6.8% | 20.5 | Cc1cccc(OCC(=O)Nc2ccc3c(c2)nc2n3CCOC2)c1
11.4% | 0.1 | O=C(c1ccccc1)c1ccc2c(c1)OCCCO2
i | -9.5 | CC(C)C(NC(=O)c1ccccc1NC(=O)c1ccccc1)C(=O)NNC(=O)c1ccncc1 (centres undefined)
? | · | Cc1ccc(N2C(=O)C3C4C=CC(CC4)C3C2=O)cc1Br (centres undefined)
-14.5% | 3.5 | COc1ccc(-c2csc(NC(=O)c3ccc(S(=O)(=O)N4CCc5ccccc5C4)cc3)n2)cc1
? | · | CC(=O)c1ccc(N2CCN(c3ccc(S(=O)(=O)NCCCN(C)C)cc3[N+](=O)[O-])CC2)cc1
? | · | CC(C)CCNC(=O)C1CCC(CNc2c(N3CCC(C)CC3)c(=O)c2=O)CC1 (centres undefined)
17.4% | 6.8 | Nc1ccc(/C=C/C(=O)c2cccs2)cc1
? | · | CCN(Cc1ccccc1)c1ccc(N=Nc2nn(C)c(C)c2[N+](=O)[O-])cc1
-0.7% | -2.2 | CC1=C(C(=O)Nc2ccccn2)C(c2cccnc2)n2nnnc2N1 (centres undefined)
? | · | COc1cc2c3nc4n(c(=O)c3n(CC(=O)NCC3CCCO3)c2cc1OC)CCS4 (centres undefined)
-4.0% | -0.8 | Cn1ncc2c(NNC(=O)c3ccc(Cl)cc3Cl)ncnc21
-5.5% | 11.8 | COC(=O)Cc1ccc(NC(=S)N2CCCC(C)C2)cc1 (centres undefined)
? | · | CCC(C)(C)NC(=O)c1ccc2c(c1)N(CC(=O)N1CCCC1)C(=O)C(C)(C)O2
-20.0% | -12.4 | CC(Sc1ccccc1)C(=O)NCC(c1ccco1)N1CCCCC1 (centres undefined)
-0.9% | 3.8 | Cc1c(Cl)cccc1Nc1nc(N)nc(CSC(=S)N2CCOCC2)n1
? | · | CCCCCC#CCN1CCN(C23CC4CC(CC(C4)C2)C3)CC1
? | · | CCOc1ccc(N2C(=O)CC(Cc3ccccc3OC)C2=O)cc1 (centres undefined)
0.1% | 5.3 | Cn1cnnc1Sc1ccc(CN2CCN(C3CCCC3)C(CCO)C2)o1 (centres undefined)
6.1% | -15.5 | S=C(NCCc1ccccc1)N/N=C/c1c(Cl)cccc1Cl
i | 23.0 | Cc1ccc(C(=O)Nc2ccccc2)cc1S(=O)(=O)N1CCN(C)CC1
-9.6% | 1.1 | COc1cc(O)oc1C=Nc1ccc(Cl)cc1Cl
? | · | Cc1cccc(N(C)S(=O)(=O)c2c(C)[nH]c(C)c2C(=O)N2CCCC2)c1
? | · | COc1ccc(C(CNc2ccc(S(=O)(=O)N3CCCC3)cc2[N+](=O)[O-])N2CCCC2)cc1 (centres undefined)
-4.0% | 22.2 | CC1(C)Cc2nc(-c3ccccc3)nc(NNC(=O)c3ccco3)c2CO1
-2.7% | -17.5 | O=C(O)c1ccccc1NS(=O)(=O)c1ccc2c(c1)OCCO2
13.5% | · | C=CCn1c(SCC(=O)Nc2cc(C)on2)nc2c([nH]c3ccccc32)c1=O
16.9% | 2.4 | Cc1ccc2c(Cl)c(C(=O)Nc3ccc4c(c3)OCO4)sc2c1
? | · | O=C(NC1CCCCC1)C(c1ccco1)N(Cc1ccco1)C(=O)c1ccco1 (centres undefined)
7.6% | 5.1 | C/C(=N/NC(=O)c1ccccn1)c1ccco1
? | · | O=C(NC(=O)N1CCN(C(c2ccccc2)c2ccccc2)CC1)c1ccccc1
? | · | O=C(CN1CCN(C(=O)c2ccccc2)CC1)Nc1cc(S(=O)(=O)N2CCCC2)ccc1Cl
i | 2.7 | CCc1ccc(-c2cc(C)no2)cc1S(=O)(=O)N1CCCN(Cc2ccc(F)cc2)C1
? | · | O=C(NNc1c2ccccc2nc2ccccc12)c1ccccc1Cl
16.5% | -4.3 | N/C(=N\OC(=O)c1cccs1)c1ccc(Cl)cc1
1.2%[9.22 µM] | 14.8 | COC(=O)c1ccc2c(=O)n3c(nc2c1)SCC(c1ccccc1)=N3
? | · | CC(=O)Nc1ccc(Nc2nnc(-c3ccc(C)c(S(=O)(=O)NCCO)c3)c3ccccc23)cc1
? | · | N#CSCC(=O)c1cccc2ccccc12
? | · | COc1cc(C)c(CN2CCN(CC(=O)Nc3ccccc3C(=O)NC3CC3)CC2)cc1OC
? | · | COc1ccc(C(CNC(=O)CCNC(=O)c2ccc(Br)cc2)N2CCOCC2)cc1 (centres undefined)
? | · | CCN(CC(=O)Nc1ccccc1C(F)(F)F)C(=O)CCc1ccccc1

The listing continues:
S3 lipid droplet | S3 lipid droplet cell count max | smiles
? | · | O=C(O)c1ccc(CSc2nc3ccc(N4C(=O)C5C6C=CC(C6)C5C4=O)cc3s2)cc1 (centres undefined)
14.0% | -9.8 | Fc1ccccc1OCCCCn1cncn1
5.7% | · | CCN(CC)CC(=O)N1c2ccccc2CCc2ccc(NC(=O)c3cc(OC)c(OC)c(OC)c3)cc21
? | · | COCCn1c(SCC(=O)NC2CCCC2)nc2c(c1=O)SCC2
i | 15.8 | CC(C)(C)c1ccc(S(=O)(=O)N2CCN(C3CCCC3)CC2)cc1
? | · | CCC(=O)NNC(=O)CCC(=O)Nc1ccccc1
? | · | Cc1ccccc1Cn1cc(NC(=O)c2cc(-c3ccco3)on2)cn1
? | · | CCOc1ccc(C(=O)C[n+]2cccc3cc(C)ccc32)cc1
? | · | Cc1ccc(C)c(S(=O)(=O)C(C#N)c2nc3ccccc3nc2N2CCCC2)c1 (centres undefined)
16.0% | -1.1 | Cc1ccc(N=Cc2sccc2C)cc1C
6.0% | 2.3 | O=[N+]([O-])c1cc(-c2cnc3ccccc3n2)ccc1Oc1ccc(Br)cc1
-0.7% | -10.4 | Nc1cc(-c2ccccc2)nn1S(=O)(=O)c1ccc(Br)cc1
? | · | Nc1ccccc1C(=O)NCc1ccc(Cl)cc1
? | · | Cc1n[nH]c(C)c1S(=O)(=O)N1CCN(S(=O)(=O)c2cccc(F)c2)CC1
? | · | C/C(N)=C(/C#N)C(=O)CSc1nc2ccccc2c(=O)n1Cc1ccc(C)cc1
4.6% | -25.5 | Cc1c(C(=O)OCC(C)C)[nH]c2c1C(=O)CC(c1ccco1)C2 (centres undefined)
? | · | COc1ccccc1CNC(=O)c1ccccc1SCC(=O)NCc1ccco1
? | · | CCN(CC)CCOC(=O)C1(c2ccccc2)CCOCC1
? | · | S=c1[nH]nc(-c2cc(-c3ccccc3)n[nH]2)n1/N=C/c1ccc(Cl)c(Cl)c1
? | · | CCC(c1nnc(SCC(=O)Nc2ccc(S(N)(=O)=O)cc2)n1Cc1ccccc1)N(C)C (centres undefined)
? | · | Cn1c(-c2ccc(F)cc2)cnc1SCC(=O)N1CCCc2ccccc21
? | · | CCNc1nc(NCC)nc(N(C)N)n1
9.6% | 11.7 | Cc1ccc(C(=O)Nc2ccc(C(F)(F)F)n(C)c2=O)cc1
? | · | O=c1ccc2cc(S(=O)(=O)N3CCN(c4cc(Cl)ccc4Cl)CC3)ccc2o1
11.5% | 3.3 | CCOc1ccc(OCC)c(NC(=O)Cn2cccc2)c1
-0.3% | -0.7 | O=C(NCc1ccc(Cl)c(Cl)c1)c1ccco1
? | · | N#CCSc1nnc(COc2cccc3ccccc23)n1-c1cccc(Cl)c1
? | · | CCN1CCN(C(=O)c2ccccc2N(Cc2ccccc2)S(=O)(=O)c2ccc(OC)cc2)CC1
-10.4% | · | CCOC(=O)C1=C(c2ccccc2)OC(N)=C(C#N)C1c1ccc(Cl)s1 (centres undefined)
? | · | O=C(CN1C(=O)C2C3C=CC(C3)C2C1=O)NCCC1=CCCCC1 (centres undefined)
-3.0% | 24.2 | Nc1cc(-c2ccc(Br)cc2)nn1S(=O)(=O)c1ccccc1
? | · | C=CCn1c(SCC(=O)Nc2c(C)cccc2C)nnc1-c1ccncc1
? | · | CSCCC(NC(N)=O)C(=O)Nc1ccc(C)cc1 (centres undefined)
? | · | CC(C)c1ccc(C(=O)NC2=NCCS2)cc1
i | · | CSc1sc(C(=O)O)c2c1C(=O)CCC2
? | · | O=C(c1cc(-c2ccc(O)cc2)on1)N1CCOCC1
-9.4% | 9.5 | CN(C)c1c([N+](=O)[O-])ncn1C
4.8% | 12.9 | COc1ccc(-c2cc(=O)oc3cc(OC(C)C(=O)NC4CC4)ccc23)cc1 (centres undefined)
? | · | Cc1ccc(NC(=O)CN2C(=O)S/C(=C/c3ccc(-c4cc(C(=O)O)ccc4C)o3)C2=O)cc1C
? | · | O=C(CSc1nnc(C2CC2)n1Cc1ccccc1)NCc1ccccc1
? | · | CCN1CCN(Cc2ccc(NC(=O)c3cc(NC(=O)c4cncc(-c5ccc(C#N)cc5)c4)cc(OC)c3)cc2C(F)(F)F)CC1
? | · | Cc1c(Cl)cccc1NC(=S)NC(=O)CCN1C(=O)c2ccccc2C1=O
i | 14.5 | O=C(CNS(=O)(=O)c1ccc(Br)s1)Nc1ccc2c(c1)OCCO2
? | · | COc1ccc(N2C(=O)CC(Cc3ccccc3OC)C2=O)cc1 (centres undefined)
? | · | CC(NC(=O)c1cc(=O)[nH]c2ccccc12)c1ccc(F)cc1F (centres undefined)
? | · | CC1CCN(CCCOc2ccc(Br)cc2Cl)CC1
? | · | CCc1nc(Nc2ccc(OC)cc2OC)c2oc3ccccc3c2n1
? | · | CN(C)S(=O)(=O)c1ccc(N2CCOCC2)c(C(=O)NCc2ccc3c(c2)OCO3)c1
? | · | CCOC(=O)c1ccc(N2N=C(C)/C(=C/C=C/c3ccco3)C2=O)cc1
10.9% | 8.8 | Cc1ccc(/C=N/NC(=O)C(C)NC(=O)c2ccccc2)cc1 (centres undefined)

Later entries.
S3 lipid droplet | S3 lipid droplet cell count max | smiles
? | · | Cc1cc(S(=O)(=O)N2CCCc3ccccc32)ccc1-n1cnnn1
-5.0% | -21.0 | O=C1CC(c2ccc(F)cc2)CC(O)=C1C1NCCc2ccccc21 (centres undefined)
14.7% | 0.4 | COCCOCCn1c(CCCO)nc2ccccc21
11.2% | -9.5 | CC[N+](C)(CC)CC(O)COCC1COc2ccccc2O1 (centres undefined)
? | · | O=C(NCc1nnc2c(C(F)(F)F)cc(Cl)cn12)C1CCCC1
? | · | Cc1ccc(-c2cc(Cc3ccc(N(C)C)cc3)c(=O)[nH]n2)cc1
-4.4% | 17.1 | COc1ccc(S(=O)(=O)N2CCC(NC(=O)c3cccc(F)c3)CC2)cc1
-7.8% | -21.3 | CCC(C(=O)c1ccc(O)cc1)c1ccccc1 (centres undefined)
11.5% | 7.8 | Cc1ccccc1NC(=O)c1cccc(NC(=O)CCC(=O)O)c1
7.4% | 1.5 | O=C(c1cc2ccccc2[nH]1)N1CCOCC1
-17.5% | -26.1 | CCOc1cc2[nH]c(=O)n(Cc3ccc(C(=O)NCCCN4CCC(C)CC4)cc3)c(=O)c2cc1OCC
? | · | COC(=O)c1ccc(NC(=O)CC2C(=O)N(c3ccc(C)cc3)C(=O)N2CC(C)C)cc1 (centres undefined)
0.3% | -17.2 | O=C(N/N=C/c1cccc([N+](=O)[O-])c1)c1cc(-c2ccc3c4c(cccc24)CC3)n[nH]1
? | · | CCOC(=O)C1=C(c2ccccc2)OC(N)=C(C#N)C1c1ccc(Br)s1 (centres undefined)

Screens deposited in PubChem BioAssay by National Center for Advancing Translational Sciences (NCATS).
